Source: PubChem (The Scripps Research Institute Molecular Screening Center)
DDE Tn6 FP inh: inhibitors of Tn6 peptide binding to fibrin DD(E), primary screen, biochemical, fluorescence polarization, human fibrin, Tn6 probe; Fibrinogen beta chain (Homo sapiens), P02675; Fibrin DD(E) TRITC-Tn6 fluorescence polarization displacement; inhibition, % at 8.3 µM; actives 0.21% (n = 370,000);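 active = inhibition above a per-campaign cutoff: mean of compounds within control limits plus 3 SD, cut at about 15% in these data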;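 note: 0% = median of all compound wells on the plate and 100% = blocking peptide control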
ADAM10 inh: human ADAM10 inhibitors, primary screen, biochemical, QFRET, HTS; Disintegrin and metalloproteinase domain-containing protein 10 (Homo sapiens), O14672; recombinant ADAM10, EDANS/DABCYL FRET peptide cleavage, 3 h; inhibition, % at 7 µM; actives 0.62% (n = 370,000); AID 720582, 2013;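 active = inhibition above a per-campaign cutoff equal to the mean of compounds falling between control-based bounds plus 3 SD, cut at about 20% in these data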;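 note: 0% = DMSO wells while the 100% control is not disclosed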
PLC-beta3 inh: human PLC-beta3 inhibitors, primary screen, biochemical, fluorescence. inhibition, % at 12.2 µM. actives 0.18% (n = 370,000). AID 720704, 2013. Purified PLC-beta3, fluorogenic substrate. 1-phosphatidylinositol 4,5-bisphosphate phosphodiesterase beta-3 (Homo sapiens), Q01970; in the data active = inhibition above about 11%;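 note: 0% = median of compound wells on plate and 100% = full blocker control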
ASAP1 GAP inh: inhibitors of human ASAP1 ArfGAP activity, primary screen, biochemical, fluorescence polarization; Arf-GAP with SH3 domain, ANK repeat and PH domain-containing protein 1 (Homo sapiens), …; actives 0.19% (n = 360,000); ASAP1-stimulated ARF1 GTP hydrolysis, GDP FP detection; inhibition, % at 16.5 µM; in the data active = inhibition above about 25%;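 note: 0% = vehicle with enzyme and substrate and 100% = no enzyme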
TDP2 absorb: human TDP2 enzyme inhibitors, primary screen, biochemical, epi absorbance, recombinant enzyme. actives 0.34% (n = 370,000). AID 720702, 2013. T5PNP hydrolysis, p-nitrophenol absorbance 415 nm. inhibition, % at 12.8 µM. Tyrosyl-DNA phosphodiesterase 2 (Homo sapiens), O95551;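 active = inhibition above the mean of all tested compounds plus 3 SD, set per campaign, cut at about 25% in these data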;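 note: 0% = DMSO with enzyme and 100% = buffer with substrate but no TDP2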
Target sequence (O95551 whole entry, looked up): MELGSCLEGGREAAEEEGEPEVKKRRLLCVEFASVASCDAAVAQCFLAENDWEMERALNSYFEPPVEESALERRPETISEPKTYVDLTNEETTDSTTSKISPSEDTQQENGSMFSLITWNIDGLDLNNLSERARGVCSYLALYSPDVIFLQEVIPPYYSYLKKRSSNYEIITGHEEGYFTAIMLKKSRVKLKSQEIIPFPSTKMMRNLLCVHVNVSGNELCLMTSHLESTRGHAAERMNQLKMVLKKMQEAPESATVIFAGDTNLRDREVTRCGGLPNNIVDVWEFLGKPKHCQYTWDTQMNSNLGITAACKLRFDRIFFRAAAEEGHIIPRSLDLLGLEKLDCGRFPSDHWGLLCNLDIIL
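System – recombinant human TDP2 · Amount – 120 nM TDP2 per well · Buffer or medium – Mg2+-containing Tris-HCl buffer, pH 7.5 · Reagent – T5PNP substrate, 5 mM · Dosing – 12.8 µM single point, 1% DMSO · Incubation – 2 h at 37 °C · Measured by – epi absorbance · Read-out basis – percent inhibition · Benchmarks – high control without enzyme, low control DMSO plus TDP2 · Repeats – singlicate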
ADAM17 inh: ADAM17 inhibitors, primary screen, biochemical, QFRET. actives 0.83% (n = 370,000). recombinant ADAM17, EDANS/DABCYL FRET peptide cleavage. inhibition, % at 6.95 µM. Disintegrin and metalloproteinase domain-containing protein 17 (Homo sapiens), P78536;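 active = inhibition above the mean of compounds lying between control limits plus 3 SD, set per campaign, cut at about 8.5% in these data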;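 note: 0% = DMSO-only wells as the low control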
Target sequence (P78536 215-824 limits assumed): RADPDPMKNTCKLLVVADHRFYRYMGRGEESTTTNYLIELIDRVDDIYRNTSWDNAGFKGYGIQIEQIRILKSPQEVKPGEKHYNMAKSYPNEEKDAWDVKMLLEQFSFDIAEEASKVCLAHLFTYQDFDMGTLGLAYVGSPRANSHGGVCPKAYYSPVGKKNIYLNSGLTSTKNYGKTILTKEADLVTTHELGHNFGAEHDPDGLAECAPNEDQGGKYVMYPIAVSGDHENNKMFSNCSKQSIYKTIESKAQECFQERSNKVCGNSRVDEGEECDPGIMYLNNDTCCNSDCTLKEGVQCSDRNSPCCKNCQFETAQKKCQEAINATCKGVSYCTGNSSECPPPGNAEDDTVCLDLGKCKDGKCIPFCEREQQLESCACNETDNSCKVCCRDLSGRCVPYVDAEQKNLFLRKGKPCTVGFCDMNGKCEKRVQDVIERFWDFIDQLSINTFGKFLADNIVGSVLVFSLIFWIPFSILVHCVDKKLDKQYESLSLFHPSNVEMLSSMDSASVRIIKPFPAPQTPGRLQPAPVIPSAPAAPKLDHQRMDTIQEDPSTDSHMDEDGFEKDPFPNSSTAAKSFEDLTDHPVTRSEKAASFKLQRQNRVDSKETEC
ARFGAP1 inhibitor: inhibitors of rat ARFGAP1 GAP activity, primary screen, biochemical, fluorescence polarization, GDP tracer; ADP-ribosylation factor GTPase-activating protein 1 (Rattus norvegicus), Q62848; actives 0.26% (n = 360,000); Arfgap1-stimulated ARF1 GTP hydrolysis, GDP FP detection; inhibition, % at 16.5 µM;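 active = inhibition above a per-plate limit, mean inhibition of low control wells plus 3 SD, cut at about 25% in these data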;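 note: 0% = DMSO wells with enzyme and 100% = wells lacking Arfgap1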
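System: truncated rat Arfgap1 GAP domain / Benchmarks: high control wells lacking Arfgap1, low control full reaction with DMSO / Times: compound-enzyme preincubation 20 min, reaction 120 min, detection 60 min, 25 °C / Repeats: one replicate per compound / Also added: human ARF1(Δ1-17)-GTP substrate / Measured by: Tracer-displacement fluorescence polarization with EDTA stop, 620/688 nm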
PLC-gamma1 inh: PLC-gamma1 enzyme inhibitors, primary screen, biochemical, fluorescence, purified enzyme; 1-phosphatidylinositol 4,5-bisphosphate phosphodiesterase gamma-1 (Homo sapiens), P19174; fluorogenic substrate; inhibition, % at 12.2 µM; actives 0.84% (n = 370,000); in the data active = inhibition above about 9.5%
SIAE primary: human SIAE inhibitors, primary screen, biochemical, fluorescence polarization, FP-Rh probe, 1536-well HTS; Sialate O-acetylesterase (Homo sapiens), Q9HAT2; SIAE FP-Rh probe binding; inhibition, % at 9.66 µM; actives 0.69% (n = 370,000); AID 1053197, 2014;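 active = inhibition above a cutoff: mean of compounds within the control limits plus 3 SD of those, cut at about 17% in these data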;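 note: 0% = plate median of compound wells and 100% = probe without SIAE protein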
Tn7 DDE FP: inhibitors of Tn7 peptide binding to fibrin DD(E), primary screen, biochemical, fluorescence polarization, human fibrin, Tn7 probe; Fibrinogen beta chain (Homo sapiens), P02675; FP displacement of FITC-Tn7 peptide from fibrin DD(E); 0% = median of compound wells per plate; inhibition, % at 8.3 µM; actives 0.13% (n = 370,000); AID 720508, 2013;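 active = inhibition above the mean of compounds falling within the control limits plus 3 SD of them, cut at about 14% in these data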;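 note: 0% = plate median of compound wells and 100% = 10 µM Aha-Tn7 peptide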
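Assay system: human fibrin DD(E). Input: DD(E) 2 µM final. Medium: Tris buffer with calcium and detergent, pH 7.8. Compound dosing: single point at 8.3 µM. Timing: 10 min plus 3 h, room temperature. Technique: fluorescence polarization of the labelled Tn7 tracer. Read-out: percent inhibition. Replicates: singlicate testing.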
Active calls of the source: *; i = inactive; . = not tested or not shown.

SMILES | DDE Tn6 FP inh | ADAM10 inh | PLC-beta3 inh | ASAP1 GAP inh | TDP2 absorb | ADAM17 inh | ARFGAP1 inhibitor | PLC-gamma1 inh | SIAE primary | Tn7 DDE FP
COc1ccc2oc(=O)c(C(C)=O)cc2c1 | -2.0 | -82.7 | i | -3.4 | 1.0 | -32.9 | 5.6 | i | 4.5 | 6.4
Cc1ccc(C(=O)Nn2cnc3ccccc3c2=O)cc1C | 9.9 | 0.3 | -2.9 | -7.3 | 4.7 | -4.2 | -8.8 | -0.8 | -2.2 | 2.6
COc1ccc(S(=O)(=O)N2CCN(CC(=O)Nc3c(C)n[nH]c3C)CC2)cc1OC | -0.2 | -0.4 | 5.6 | 4.4 | 13.8 | -0.3 | -2.3 | 0.5 | -2.5 | 6.0
CCOC(=O)N1CCN(C(=O)CN(c2cccc(C)c2)S(=O)(=O)c2ccc(C)cc2)CC1 | -4.1 | 7.4 | 2.3 | 11.2 | -2.3 | 0.8 | 1.2 | 19.6* | 1.6 | -7.9
CCOC(=O)N1CCC(NC(=O)C2CCC(Cn3c(=O)[nH]c4ccccc4c3=O)CC2)CC1 (stereo not given) | 3.8 | -2.6 | -3.8 | 15.8 | 0.2 | 0.9 | -6.1 | 0.0 | -3.2 | 2.1
CC(Sc1nnc(CC(=O)Nc2ccccc2F)n1C)C(=O)Nc1nccs1 (stereo not given) | 6.5 | -0.4 | -2.8 | -0.8 | 12.3 | -1.7 | 2.9 | 1.6 | 3.6 | 1.6
CCc1nn(CC(=O)NCCCN(C)Cc2ccccc2)c(=O)c2cc3sc(C)cc3n12 | 12.1 | -5.4 | -9.9 | -11.5 | -12.2 | -1.4 | -10.5 | -1.5 | -6.0 | 7.9
O=C(Nc1ccccc1Cl)c1cc(C2CCCN(C(=O)c3ccc4c(c3)CCO4)C2)on1 (stereo not given) | 6.0 | 5.1 | 0.7 | -0.6 | 3.4 | 3.1 | 0.0 | 1.2 | -3.3 | 10.2
C=CCNc1nc(NCCOC)c2sc(-c3ccccc3)cc2n1 | 3.3 | -120.8 | -26.3 | 0.3 | -6.6 | -26.0 | 27.7* | -21.2 | -6.3 | 3.7
Cc1ccc(NC(=O)Cc2nnc(SCC(=O)Nc3nncs3)n2C)cc1 | 1.3 | 2.9 | -1.0 | 0.7 | 9.7 | 2.0 | 3.2 | 3.4 | 7.9 | -1.8
Cc1ncc([N+](=O)[O-])n1CCOC(=O)NC(NCc1ccccc1)C(Cl)(Cl)Cl (stereo not given) | 2.0 | -6.5 | 1.3 | 2.3 | 3.3 | -5.3 | 13.3 | 2.6 | 0.9 | -5.0
O=C(c1ccco1)N1CCN(CC(O)COc2ccc3oc4ccccc4c3c2)CC1 (stereo not given) | -3.6 | 13.4 | -108.4 | 3.5 | -19.3 | 3.4 | -5.3 | 2.8 | 4.4 | -0.8
CC1(C(=O)NS(=O)(=O)C2CC2)CCCN(C(=O)COc2ccc(Cl)cc2Cl)C1 (stereo not given) | 1.5 | -2.7 | -1.1 | -1.5 | 6.1 | -2.4 | 1.6 | 2.9 | 7.7 | 3.9
Cc1ccc(C(O)CN2C3=NCCCN3c3ccccc32)cc1 (stereo not given) | -0.4 | 2.3 | -4.4 | -7.7 | -8.9 | -4.4 | -0.5 | -6.1 | 0.7 | 7.6
CC1=C(C(=O)OCCBr)C(c2cccc3ccccc23)NC(=O)N1 (stereo not given) | -3.2 | -21.0 | -12.1 | 7.5 | -18.4 | -6.7 | -7.5 | -1.2 | -1.6 | -1.4
CC1(C(=O)NS(=O)(=O)C2CC2)CCCN(C(=O)c2cccc(C(F)(F)F)c2)C1 (stereo not given) | -4.1 | -10.2 | -1.3 | 13.4 | -1.0 | -3.2 | 5.8 | 2.7 | 5.3 | -3.2
COc1ccc(CCNC(=O)Cn2c(=O)c3cccn3c3cccnc32)c(OC)c1OC | -8.1 | -1.1 | -17.9 | 4.4 | 8.0 | -7.3 | -0.4 | -7.2 | -3.8 | -0.3
CCOC(=O)C1=C(O)CSC1=Nc1cccc(Cl)c1 | 0.5 | -0.8 | -1.5 | -5.7 | 4.0 | -3.0 | 5.0 | 0.6 | 0.6 | 4.1
CCOC(=O)Cc1cc(=O)[nH]c(=O)[nH]1 | -0.1 | 2.0 | 0.4 | -3.4 | 1.3 | -0.3 | -5.8 | 1.8 | 7.1 | 2.7
COCCN=C1NC(=O)C(CC(=O)Nc2cccc(Cl)c2C)S1 (stereo not given) | -5.5 | 11.3 | 3.4 | -11.8 | -13.5 | 0.2 | -3.2 | 8.1 | -0.5 | -2.6

Single entries from the list:
CCOC(=O)N1CCC(NC(=O)C2CCC(Cn3c(=O)[nH]c4ccccc4c3=O)CC2)CC1 (stereo not given) in ARFGAP1 inhibitor is entered as -6.1
CC1=C(C(=O)OCCBr)C(c2cccc3ccccc23)NC(=O)N1 (stereo not given) in SIAE primary is entered as -1.6

Further results follow:
SMILES | DDE Tn6 FP inh | ADAM10 inh | PLC-beta3 inh | ASAP1 GAP inh | TDP2 absorb | ADAM17 inh | ARFGAP1 inhibitor | PLC-gamma1 inh | SIAE primary | Tn7 DDE FP
CCCCNC(=S)N/N=C/C1=CCC2CC1C2(C)C (stereo not given) | 0.7 | 2.1 | -1.2 | -6.2 | 1.9 | 2.0 | 6.4 | -0.1 | 5.7 | -3.5
CN(C)S(=O)(=O)c1ccc(NC(=O)CN2CCOCC2)cc1 | -5.2 | 3.0 | -0.3 | -4.2 | -7.8 | -1.1 | 1.3 | 2.4 | -2.5 | 3.5
CCOC(=O)C(C)Sc1ncc(OC)c(Sc2ccc(Cl)cc2)n1 (stereo not given) | -11.1 | 14.9 | 1.3 | -5.8 | 2.2 | 6.5 | 6.9 | 0.5 | 5.8 | -3.0
Cc1ccc(S(=O)(=O)N(C)/N=C/c2ccc(N(C)C)cc2)cc1 | 9.4 | 1.6 | -1.2 | -1.1 | -8.8 | -2.5 | 4.4 | 2.9 | 4.9 | -5.6
CCn1c(CNC(=O)c2ccco2)nnc1SCC(=O)Nc1cc(F)ccc1C | 3.1 | 1.6 | -6.6 | -8.4 | 4.6 | -1.9 | -6.0 | 0.0 | 12.5 | -1.3
CCn1c(C)c(C)c2cc(C(=O)NCCN3CCOCC3)ccc21 | -1.2 | -61.7 | -64.8 | 11.9 | 9.1 | -22.6 | 7.9 | -44.3 | -50.6 | -7.1
Cc1cc(C=O)c(C)n1-c1ccc(N2CCCC2)c([N+](=O)[O-])c1 | -2.0 | -4.6 | -0.5 | -2.6 | 8.8 | -5.3 | -1.0 | 0.6 | -0.3 | 4.2
C=CCn1c(SCc2ccccc2)nc(O)cc1=O | -0.4 | 3.8 | -2.1 | -2.1 | -6.7 | -0.1 | 21.6 | -1.2 | -2.5 | -2.3
Cc1sc2ncn(CC(=O)N3CCN(c4ccccc4F)CC3)c(=O)c2c1S(=O)(=O)N1CCOCC1 | -0.4 | -1.7 | 0.7 | 7.3 | 3.0 | -1.2 | 8.1 | -2.3 | 0.2 | -7.5
CCC(C)NC(=O)CSc1nnc(-c2cc(OC)c(OC)c(OC)c2)c(-c2cc(OC)c(OC)c(OC)c2)n1 (stereo not given) | -7.8 | 2.0 | -7.1 | 6.9 | -5.4 | -2.8 | 5.4 | -2.3 | 0.7 | 1.5
Cc1cc([N+](=O)[O-])nn1CC(=O)NNC(=S)Nc1ccc([N+](=O)[O-])cc1 | -10.5 | 11.1 | 7.5 | 2.0 | 0.5 | 4.3 | 9.1 | 6.2 | 8.6 | -1.3
CC(NS(=O)(=O)c1cccc(Cl)c1)C(=O)Nc1ccc(-c2nc3ccccc3s2)cc1 (stereo not given) | -6.9 | -44.3 | -14.8 | 5.9 | 4.3 | -15.9 | -0.5 | -12.8 | -18.6 | 4.5
O=C(Nc1nc(-c2ccc(F)c(F)c2)cs1)c1cnccn1 | 6.5 | 3.3 | -3.2 | -7.0 | 9.9 | -0.7 | 6.2 | 4.2 | -4.3 | -2.6
CC(=O)N1CCSc2ccc(S(=O)(=O)NCc3ccc(F)cc3)cc21 | 2.4 | 4.0 | -9.7 | 9.5 | 5.9 | -4.5 | 10.2 | 0.3 | 3.8 | 2.2
O=C(NCc1ccccc1Cl)C1CCCN(c2nc3ccccc3o2)C1 (stereo not given) | -5.3 | 1.7 | -5.0 | . | -3.9 | -1.6 | . | -1.0 | 1.7 | 1.3
CCc1ccc(NC(=O)CSCCO)cc1 | 6.2 | -3.3 | 2.0 | -3.7 | -1.1 | 1.2 | -3.8 | -0.2 | 3.0 | 1.1
O=C(CSc1nc(=O)n2cc(Cl)ccc2n1)Nc1cccc2ccccc12 | -12.1 | -8.4 | -23.1 | 16.0 | 7.1 | -4.7 | -2.8 | -7.3 | 7.2 | 1.7
Cc1snc(S(=O)(=O)/C(C#N)=N\Nc2ccccc2)c1C#N | 1.8 | -15.8 | -7.7 | -2.4 | 2.4 | -9.9 | 2.0 | -7.7 | 8.1 | 6.3
COCCCNC(=O)CS(=O)Cc1nc(-c2cccc(OC)c2)oc1C (stereo not given) | -3.1 | 5.9 | 3.5 | 9.4 | -1.3 | -1.5 | -6.4 | 66.1* | 1.5 | 6.4
Cc1cccc(C(=O)O/N=C2\CCS(=O)(=O)c3sccc32)c1 | 5.2 | 2.9 | 2.6 | -2.0 | -2.6 | -7.0 | -5.9 | 1.0 | -2.1 | 1.3
COc1ccc(-c2ccc(C(=O)NC3CCCCC3)c3occc23)c(C)c1 | 4.5 | -13.7 | -9.7 | -0.3 | -4.7 | -4.4 | -13.5 | -4.9 | -0.5 | 15.8*
